# Screens: PubChem, several laboratories
# LAP4-GFP MLPCN: modulators of TOR pathway LAP4-GFP in S. cerevisiae. S. cerevisiae LAP4-GFP multiplex, flow cytometry GFP, 3 h; median GFP as percent of DMSO wells. GFP response vs DMSO, % at 10 µM. 0.34% of 320,000 active. AID 2023;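 active means GFP response vs DMSO above a set limit, about the screen mean plus 3 SD, cut at about 150% in these data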
# RPL19A-GFP yeast: modulators of TOR pathway RPL19A-GFP in S. cerevisiae. S. cerevisiae RPL19A-GFP strain, flow cytometry, 3 h; active compounds read low. percent response vs DMSO, % at 10 µM. 0.3% of 330,000 active. AID 2025;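 active means percent response vs DMSO below 50%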;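 further: median channel GFP fluorescence of the barcoded RPL19A-GFP strain; ratio of sample median GFP to plate DMSO average so 100% = DMSO; lower means less RPL19A-GFP as with rapamycin TOR inhibition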
# MEP2-GFP yeast: modulators of TOR pathway MEP2-GFP in S. cerevisiae; 0.51% of 330,000 active; AID 2016; GFP response vs DMSO, % at 10 µM; S. cerevisiae MEP2-GFP strain, flow cytometry GFP, 3 h; 100% = DMSO control level;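 active means GFP response versus DMSO above a set limit, roughly screen mean plus 3 SD, cut at about 180% in these data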;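 further: median GFP fluorescence of the barcode-gated MEP2-GFP cells per well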
# AHR activator: activators of human aryl hydrocarbon receptor | P35869 | AHR-responsive luciferase reporter cells, luminescence | activation, % at 5 µM | 2.5% of 320,000 active | AID 2796; in the data active means activation above about 47%;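 further: 0% = vehicle wells and 100% = reference agonist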
# EBNA-1 inhibitor: blocks EBNA-1 binding to DNA. EBNA-1 DNA binding, fluorescence polarization. inhibition, % at 14.8 µM. 0.34% of 300,000 active; in the data active means inhibition above about 28%
# proCasp3 act: procaspase-3 (human) activation | P42574 | recombinant procaspase-3 D3A, Ac-DEVD-pNA absorbance 405 nm | activation, % at 8.5 µM | 0.11% of 330,000 active | AID 463141;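 active means activation above the mean of all tested compounds plus 3 SD, cut at about 21% in these data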;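 further: 0% = DMSO alone and 100% = DMSO wells spiked with extra 5 µM PC-3 D3A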
#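 System: Procaspase-3 D3A mutant. Medium: Zinc-free 300 mM NaCl, 50 mM HEPES, 0.01% Triton X-100. Schedule: 1 h preincubation plus 2 h reaction at 25 °C. Measured by: 405 nm absorbance of p-nitroaniline, reads at 0 and 120 min. Read-out: percent activation relative to control range.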
# ZTA DNA inh: counter-screen for EBNA-1 inhibitors: inhibitors of Epstein-Barr virus ZTA. inhibition, % at 11 µM. AID 2234. ZTA-DNA binding, fluorescence polarization. 0.15% of 320,000 active. P03206; in the data active means inhibition above about 33%
# procasp7 counter: activates human procaspase-7, counter-screen for procaspase-3 activators; P55210; recombinant procaspase-7, Ac-DEVD-pNA absorbance 405 nm; D23A/D198A/D206A triple mutant, cannot self-cleave; scale: DMSO 0, 5 µM enzyme 100; activation, % at 8.5 µM; 0.093% of 330,000 active; AID 463210;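 active means percent activation above the screen-wide mean plus 3 SD, cut at about 25% in these data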
#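 Assay system: Uncleavable procaspase-7 mutant enzyme | Input: 2 µM procaspase-7 mutant as dispensed | Timing: 1 h compound preincubation, 2 h substrate cleavage, 25 °C | Repeats: One well per compound | Control set: DMSO wells as 0%, DMSO with 5 µM added PC-7 as 100% | Technique: Epi-absorbance of released pNA at 405 nm, two timepoints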
# Active calls of the source: *; · = no result given.
entry	mol	procasp7 counter	AHR activator	proCasp3 act	EBNA-1 inhibitor	RPL19A-GFP yeast	ZTA DNA inh	MEP2-GFP yeast	LAP4-GFP MLPCN
1	N#CCCn1cc(C(=O)Nc2ccc(C(=O)O)cc2)c(-c2cccc(Br)c2)n1	-1.6	-2.0	-4.9	-0.8	103.3	-7.0	115.0	92.3
2	O=C(N1CCCCC1)N1CCN(S(=O)(=O)c2cccc([N+](=O)[O-])c2)CC1	1.3	0.7	0.0	5.7	99.5	5.1	104.8	101.5
3	COc1ccc(NC(=O)N2CCC(c3nc(-c4cccs4)no3)CC2)cc1	-2.4	60.3*	1.3	8.5	100.2	12.1	82.9	77.0
4	COc1cc(C(=O)NCc2ccc(-n3cccc3)cc2)cc(OC)c1OC	11.7	1.1	6.4	-9.0	95.5	-6.3	88.4	95.2
5	COc1ccc(/C=N/NC(=O)CNC(=O)c2ccc(S(=O)(=O)N3CCOCC3)cc2)c(OC)c1	3.3	4.7	11.6	-6.9	114.9	-3.2	113.8	104.4
6	Cc1ccc2cc(CN(Cc3ccco3)C(=O)c3cccs3)c(=O)[nH]c2c1	-17.6	21.3	-16.2	-8.9	99.5	-0.7	111.7	101.5
7	COc1ccc(C)cc1NC(=S)N1CC(C)OC(C)C1 (stereo not given)	-3.8	3.4	-10.2	12.1	107.6	7.1	109.9	109.8
8	CCCCN(CC)CCCNC(=O)CC1Nc2ccccc2NC1=O (stereo not given)	4.5	10.1	10.2	-3.8	102.2	-11.5	102.3	99.2
9	COc1ccccc1NC(=O)NCCCCc1ccccc1	5.1	9.6	3.9	-3.8	100.8	-7.6	85.2	79.4
10	COc1ccc(C(=O)Nc2nc(CC(=O)NCCc3cccc(OC)c3)cs2)cc1	2.3	26.1	-0.8	-18.7	110.0	-11.0	107.7	109.1
11	CCOc1ccc(NC(=O)CN(C)C(=O)CC2CCCC2)cc1OCC	3.8	2.7	0.6	·	102.8	-7.0	98.6	101.0
12	CCC(Oc1ccccc1)C(=O)Nc1ccccc1OC (stereo not given)	9.5	41.1	4.3	-4.6	92.9	0.8	96.8	97.2
13	CCOc1ccc(Nc2nc3ccccc3n3cnnc23)cc1	5.0	27.0	-3.4	-7.7	86.1	4.6	100.0	104.4
14	CN(C)C(CNC(=O)c1ccc(C(F)(F)F)cc1)c1ccco1 (stereo not given)	9.0	9.0	-4.2	-15.6	103.6	-4.9	92.8	92.7
15	COc1cc(C(=O)Nc2nnc(CC(=O)NCc3ccccc3)s2)cc(OC)c1OC	2.5	7.6	-5.6	3.3	107.1	1.4	102.2	68.4
16	Cc1nc(C(=O)NCc2ccccc2)sc1C1(C)CC(c2cccnc2)=NO1 (stereo not given)	-8.7	-2.8	6.0	-4.0	99.8	2.3	83.1	140.7
17	CCc1ccc(OCC(=O)OCC(=O)c2c(N)n(C)c(=O)n(C)c2=O)cc1	3.9	-2.7	4.3	4.7	104.8	13.0	105.0	114.6
18	CCCc1nnc(NC(=O)CCC(=O)N2CCN(Cc3cc(F)ccc3OC)CC2)s1	4.5	1.0	-3.5	4.5	99.1	-0.2	96.6	102.5
19	COc1ccccc1C(=O)NNC(=O)c1cccc(Br)c1	5.2	30.6	-3.2	-3.0	104.4	3.2	110.9	91.7
20	CC(NC(=O)c1ccc(N(C)C)cc1)c1ccc(F)cc1 (stereo not given)	-8.9	4.4	0.0	9.4	100.0	3.0	96.2	88.5

# Reprinted at random: 2 compounds from above.
entry	mol	procasp7 counter	AHR activator	proCasp3 act	EBNA-1 inhibitor	RPL19A-GFP yeast	ZTA DNA inh	MEP2-GFP yeast	LAP4-GFP MLPCN
12	CCC(Oc1ccccc1)C(=O)Nc1ccccc1OC (stereo not given)	9.5	41.1	4.3	-4.6	92.9	0.8	96.8	97.2
17	CCc1ccc(OCC(=O)OCC(=O)c2c(N)n(C)c(=O)n(C)c2=O)cc1	3.9	-2.7	4.3	4.7	104.8	13.0	105.0	114.6

# Remaining list, next part.
entry	mol	procasp7 counter	AHR activator	proCasp3 act	EBNA-1 inhibitor	RPL19A-GFP yeast	ZTA DNA inh	MEP2-GFP yeast	LAP4-GFP MLPCN
21	Cn1c(NC(=O)c2ccc(F)cc2)c(-c2ccccn2)c(=O)c2ccccc21	1.0	4.4	4.8	-5.6	99.4	-7.7	113.0	104.3
22	CCOc1cc(/C=N/NC(=O)NN(C)c2ncc(C(F)(F)F)cc2Cl)ccc1O	-5.9	1.3	5.2	-5.3	106.5	1.4	103.7	108.8
23	Nc1nc(SCC(=O)c2c(N)n(Cc3ccccc3)c(=O)[nH]c2=O)n[nH]1	-3.2	5.8	5.4	-7.7	113.9	-13.7	107.8	94.5
24	O=C1Nc2ccc(S(=O)(=O)N3CCCCCC3)c3cccc1c23	-9.3	4.0	-7.0	-10.4	96.7	-10.9	106.5	105.1
25	O=C1CC2(CCCC2)C(=O)N1c1ccc(S(=O)(=O)NCC2CC2)cc1Cl	10.6	-1.9	3.5	3.6	86.5	0.1	79.4	81.1
26	O=C(COc1coc(CN2CCc3ccccc3C2)cc1=O)Nc1cccc(F)c1	2.6	5.5	2.8	-3.1	99.5	7.3	105.3	100.1
27	COc1cccc(C(C(=O)NC(C)(C)C)N(Cc2ccc(F)cc2)C(=O)CCC(=O)Nc2cc(C)on2)c1OC (stereo not given)	-9.5	-4.0	-2.6	-8.6	101.7	-4.8	101.6	95.9
28	COc1ccc(CNCC(=O)Nc2cc(OC)cc(OC)c2)cc1	-5.9	0.5	-9.2	-1.7	112.3	16.2	90.5	101.8
29	C[C@H](CO)N1C[C@H](C)[C@@H](CN(C)C)Oc2c(NC(=O)C3CC3)cccc2C1=O	7.6	-2.0	-0.5	·	99.3	·	96.4	87.7
30	O=C(c1cc(COc2ccc(F)cc2Cl)on1)N1CC2C[C@@H]3CC1C[C@H](C2)C3	0.1	12.1	6.0	-6.5	98.7	-3.5	96.4	97.0
31	O=c1c2ccc(Cl)cc2[nH]c(=S)n1Cc1cccnc1	3.4	-0.7	2.5	-1.7	100.7	-9.1	99.0	85.5
32	COCC1CCN(C(=O)C2CCC(=O)N(C3CCCC3)C2)CC1 (stereo not given)	4.9	-1.2	7.7	-3.0	88.5	12.1	86.6	89.6
33	Cc1cccc(N(Cc2ccccc2)C(=O)c2cc(S(=O)(=O)N3CCOCC3)ccc2F)c1	8.8	3.1	-5.0	-1.0	92.4	-12.2	98.2	96.0
34	Cc1ccc2c(c1)c1c3n2CCN(C(=O)C2CC2)C3CCC1 (stereo not given)	0.4	14.2	1.8	3.6	97.0	-7.8	102.0	106.4
35	CCC(=O)Nc1ccc(C(=O)n2nc(C)cc2C)cc1	7.7	2.0	-4.5	-2.3	102.1	-5.0	97.8	101.3
36	C1CCN(c2nc3nonc3nc2N2CCCC2)C1	13.1	1.7	0.6	7.8	100.7	17.9	98.9	96.9
37	Cc1cc2oc(C(=O)Nc3ccc(S(=O)(=O)Nc4ncccn4)cc3)cc(=O)c2cc1Cl	6.5	-0.3	5.7	-5.7	98.5	11.6	107.8	91.5
38	CC(C)(C)c1ccc(C(=O)Nc2ccc(NC(=O)c3ccco3)cc2)cc1	12.3	-3.0	9.7	1.9	97.5	-4.2	97.2	97.1
39	COc1ccc(C(=O)NCC(=O)OCC(=O)N2CCC(C)CC2)cc1OC	-1.7	1.4	6.3	-9.9	95.9	-12.5	96.6	104.4
40	COc1ccc(/C=C/CN2CCN(Cc3cccc(OC)c3)C(CCO)C2)cc1 (stereo not given)	5.4	4.6	6.3	-9.5	94.0	-10.0	88.8	90.6
41	COc1cc(OC)c(NS(=O)(=O)c2ccc3c(c2)NC(=O)CO3)cc1Cl	-2.4	2.9	9.2	11.7	111.5	-5.8	106.3	115.7
42	Clc1cc(Cl)c2nc(N3CCCCC3)sc2c1	9.8	25.4	5.9	-9.1	93.1	-5.3	91.4	92.4
43	COc1cc(C(=O)N2C(=O)CCC2=O)cc(OC)c1OC	-0.8	-0.6	2.4	-6.2	103.2	8.7	109.2	100.5
44	Cc1cc(C)cc(NC(=O)c2oc3ccccc3c2COc2ccccc2)c1	8.7	16.9	2.5	-5.9	107.3	-0.9	104.9	95.5
45	Cc1cc(C)c(S(=O)(=O)NCC(c2cccnc2)N2CCN(Cc3ccccc3)CC2)c(C)c1 (stereo not given)	-3.4	4.7	4.0	-9.1	97.6	6.2	98.2	97.8
46	CC(C)c1ccc2c(c1)[C@H]1OCC[C@H]1[C@@H](c1cccs1)N2	-5.7	70.3*	-5.9	-6.2	92.9	1.6	90.7	107.3
47	Cc1ccc(C(C(=O)NC2CCCCC2)N(C(=O)CCCC(=O)Nc2ccccn2)c2ccc3c(c2)OCCO3)cc1 (stereo not given)	5.3	-2.7	0.7	8.3	98.7	-3.5	105.6	88.6
48	COc1ccccc1C(=O)COC(=O)Cn1nc(C)c([N+](=O)[O-])c1C	4.5	-1.2	4.3	10.1	102.4	9.1	106.3	109.9
49	COc1ccc(S(=O)(=O)N2CCC(C(=O)NCC3CCCO3)CC2)cc1 (stereo not given)	-16.9	0.4	5.7	-0.4	100.4	-1.5	98.5	93.4
50	CC(C)CC(/C(O)=C(\C#N)c1nc2ccccc2[nH]1)N1C(=O)c2ccccc2C1=O (stereo not given)	-4.0	46.7	5.1	-0.2	101.1	16.1	101.6	100.6
51	CCOc1ccc(N(C(=O)CNC(=O)c2cccs2)C(C(=O)NCC2CCCO2)c2ccc(OC)c(OC)c2)cc1 (stereo not given)	-0.6	4.2	4.0	12.9	96.9	11.1	96.8	106.5
52	CCn1nc(C(=O)OCC(=O)c2ccc3c(c2)OCCO3)c2ccccc2c1=O	-10.0	2.7	-3.8	-1.9	99.4	8.0	99.0	99.7
53	C=C1CCN(C(C)C(=O)OC)S(=O)(=O)c2ccccc21 (stereo not given)	-4.4	-5.1	12.6	0.9	96.0	-18.2	86.8	114.2
54	Cc1noc(C(=O)NCc2ccc(F)cc2)c1Cl	7.9	-2.4	1.6	-9.3	100.8	-0.8	100.3	107.8
55	NC(=S)Nc1cccc(Cl)c1	-8.6	8.4	9.2	1.0	100.7	-1.7	105.4	92.0
56	Cc1ccnc2c1ccc1c(C)ccnc12	-8.7	-2.1	-2.1	·	93.8	-19.2	101.3	166.1*
57	COc1ccccc1N1CCN(S(=O)(=O)c2cn(C)cn2)CC1	-3.2	1.5	7.1	-4.3	105.2	4.4	103.2	105.5
58	O=S(=O)(Nc1ccc2c3c(cccc13)CC2)c1ccc(F)cc1	-4.2	8.4	3.9	-10.8	98.2	15.3	93.9	95.1
59	O=C(Nn1c(Cc2cccs2)nc2ccccc2c1=O)c1cccs1	1.9	-0.1	1.0	0.9	102.5	3.6	92.7	96.0

# Looked up above.
# no. 41 in RPL19A-GFP yeast = 111.5
# no. 58 in proCasp3 act = 3.9

# Four entries out of the list, arranged by SMILES length, largest number first:
entry	mol	procasp7 counter	AHR activator	proCasp3 act	EBNA-1 inhibitor	RPL19A-GFP yeast	ZTA DNA inh	MEP2-GFP yeast	LAP4-GFP MLPCN
51	CCOc1ccc(N(C(=O)CNC(=O)c2cccs2)C(C(=O)NCC2CCCO2)c2ccc(OC)c(OC)c2)cc1 (stereo not given)	-0.6	4.2	4.0	12.9	96.9	11.1	96.8	106.5
46	CC(C)c1ccc2c(c1)[C@H]1OCC[C@H]1[C@@H](c1cccs1)N2	-5.7	70.3*	-5.9	-6.2	92.9	1.6	90.7	107.3
59	O=C(Nn1c(Cc2cccs2)nc2ccccc2c1=O)c1cccs1	1.9	-0.1	1.0	0.9	102.5	3.6	92.7	96.0
42	Clc1cc(Cl)c2nc(N3CCCCC3)sc2c1	9.8	25.4	5.9	-9.1	93.1	-5.3	91.4	92.4
